Screening data as filed in PubChem BioAssay.
EBV gp42 block: Epstein-Barr virus gp42 inhibitors, primary screen, biochemical, uHTS, fluorescence polarization. Fluorescence polarization binding assay, mP read-out. 220,000 tested, 0.42% active. inhibition, % (tested at 21.74 µM); in the data active = inhibition above about 50%
RBBP9 inh: human RBBP9 inhibitors, primary screen, biochemical, fluorescence polarization, FP-Rh probe, HTS; recombinant RBBP9; inhibition, % at 7.94 µM; 220,000 tested, 0.2% active;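 active = inhibition above the campaign mean of all tested compounds plus 3 SD, cut at about 14% in these data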;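 also: plate controls were DMSO wells with RBBP9 for no effect and wells lacking RBBP9 protein for full effect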
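Material: RBBP9 protein. Amount: RBBP9 at 2.5 µM in dispensed solution, before mixing. Schedule: 30 min then 45 min, 25 °C. Medium: Tris buffer pH 8.0, NaCl, Pluronic. Measured by: fluorescence polarization. Measure: percent inhibition from mP, scaled between DMSO and no-protein wells. Replication: one well per compound.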
NCF1 inh: p47phox/p22phox peptide binding inhibitors, primary screen, biochemical, uHTS, NADPH oxidase regulatory subunit. Neutrophil cytosol factor 1 (Homo sapiens), P14598. fluorescence polarization, 2 h. inhibition, % at 24.7 µM. 220,000 tested, 0.53% active. AID 1274, 2008;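 active = inhibition above about 30%, limit read from the data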;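 also: 0% = p47phox with labelled peptide and 100% = labelled peptide alone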
Target sequence (P14598 whole entry, looked up): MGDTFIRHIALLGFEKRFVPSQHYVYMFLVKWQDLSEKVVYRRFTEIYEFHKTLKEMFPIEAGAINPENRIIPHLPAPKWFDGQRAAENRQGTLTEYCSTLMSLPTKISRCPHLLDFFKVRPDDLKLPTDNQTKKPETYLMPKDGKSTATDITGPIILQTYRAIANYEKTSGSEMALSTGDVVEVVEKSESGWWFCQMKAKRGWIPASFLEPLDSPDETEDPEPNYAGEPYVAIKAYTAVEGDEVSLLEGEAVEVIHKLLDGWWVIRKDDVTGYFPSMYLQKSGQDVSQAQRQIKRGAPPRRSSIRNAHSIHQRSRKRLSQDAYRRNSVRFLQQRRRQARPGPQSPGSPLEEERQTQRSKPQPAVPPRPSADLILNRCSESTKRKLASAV
Tb hexokinase: Trypanosoma brucei hexokinase 1 inhibitors, primary screen, biochemical, G6PDH-coupled NADH absorbance, MLSCN library | hexokinase 1 [Trypanosoma brucei] | recombinant TbHK1, G6PDH-coupled NADH A340 | inhibition, % at 10 µM | 220,000 tested, 0.11% active;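 active = inhibition of 50% or more in the single-dose primary screen; inactive = inhibition below 50%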
Runt-CBFb FRET: inhibitors of RUNX1 Runt–CBFb binding, primary screen, biochemical, FRET, Cerulean-Runt, Venus-CBFb, uHTS. Runt-related transcription factor 1 (Homo sapiens) + Core-binding factor subunit beta …. Cerulean-Runt/Venus-CBFb FRET ratio 530/480, 1 h. inhibition, % at 20 µM. 220,000 tested, 0.46% active;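 active = inhibition over about 50% at 20 µM in the single-dose screen, limit read from the data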;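 also: 0% = DMSO wells and 100% = excess unlabeled CBFb competitor control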
Target sequence (Q01196 whole entry, looked up): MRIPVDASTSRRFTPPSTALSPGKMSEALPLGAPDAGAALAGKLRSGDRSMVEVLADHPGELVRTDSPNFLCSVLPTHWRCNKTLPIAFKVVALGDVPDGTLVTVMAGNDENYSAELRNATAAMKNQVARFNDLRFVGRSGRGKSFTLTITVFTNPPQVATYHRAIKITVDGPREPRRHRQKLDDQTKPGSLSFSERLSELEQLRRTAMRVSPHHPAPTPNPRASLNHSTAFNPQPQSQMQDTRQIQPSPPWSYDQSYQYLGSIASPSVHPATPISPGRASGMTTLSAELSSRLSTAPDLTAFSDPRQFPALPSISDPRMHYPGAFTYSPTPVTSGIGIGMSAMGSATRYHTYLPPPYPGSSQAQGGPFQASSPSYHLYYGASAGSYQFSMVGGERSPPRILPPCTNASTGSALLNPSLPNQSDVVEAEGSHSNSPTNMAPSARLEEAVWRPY
Target sequence (Q13951 whole entry, looked up): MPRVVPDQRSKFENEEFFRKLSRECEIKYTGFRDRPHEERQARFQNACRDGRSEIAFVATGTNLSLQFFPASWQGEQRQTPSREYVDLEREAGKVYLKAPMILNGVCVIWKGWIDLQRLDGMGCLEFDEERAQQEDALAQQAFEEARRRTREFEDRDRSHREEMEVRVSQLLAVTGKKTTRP
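System: Cerulean-labeled Runt domain protein | Quantity: 100 nM of each labeled protein | Schedule: 1 h compound exposure, room temperature | Detection: Fluorescence energy transfer, 422 nm excitation, 530/480 nm emission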
Runt-SMMHC FRET: inhibitors of RUNX1 Runt–CBFb-SMMHC binding, primary screen, biochemical, FRET, Cerulean-Runt, Venus-CBFb-SMMHC, uHTS; inhibition, % at 20 µM; Cerulean-Runt/Venus-CBFb-SMMHC FRET ratio 530/480, 1 h; Runt-related transcription factor 1 (Homo sapiens) + Core-binding factor subunit beta …; 220,000 tested, 0.74% active; AID 1434, 2008;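 active = mean inhibition across duplicate retests at 20 µM reaching about 50%, limit read from the data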;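 also: 0% = DMSO wells and 100% = wells with excess untagged CBFb-SMMHC; inhibitors lower the FRET ratio by blocking Runt binding to CBFb-SMMHC; some results filed as inactive read as strong as hits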
Furin inhibitor: human furin inhibitors, primary screen, biochemical, fluorescence intensity; P09958; inhibition, % at 30 µM; 220,000 tested, 0.061% active; AID 463115, 2010; purified furin, fluorogenic substrate cleavage; in the data active = inhibition above about 25%; also: inactives centre near -15
m-calpain inh: inhibitors of pig calpain II, primary screen, biochemical, fluorogenic peptide substrate, 1536-well | purified calpain II, 30 min | inhibition, % at 16 µM | 220,000 tested, 0.37% active | AID 1236, 2008;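 active = inhibition above about 50%, limit read from the data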
p97 ATPase inh: inhibitors of human p97 ATPase, primary screen, biochemical; AID 1481, 2009; Transitional endoplasmic reticulum ATPase (Homo sapiens), P55072; recombinant p97 ATPase, Kinase-Glo ATP luminescence, 3 h; inhibition, % at 8 µM; 220,000 tested, 0.42% active; in the data active = inhibition above about 15%;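 also: 0% = DMSO vehicle and 100% = wells lacking enzyme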
* marks the source's active call; other numbers are inactive results; x = not tested or not shown; [ ] = another dose, or the depositor's remark.

A first look (2 entries):
SMILES	EBV gp42 block	RBBP9 inh	NCF1 inh	Tb hexokinase	Runt-CBFb FRET	Runt-SMMHC FRET	Furin inhibitor	m-calpain inh	p97 ATPase inh
COc1ccc(N(CCCN2C(=O)c3cccc4cccc(c34)C2=O)C(=O)c2cccnc2)cc1	-6	1	-12	-24	0	2	6	3	-2
C#Cc1ccc([C@@H]2C=C(C(=O)O)O[C@H](OCc3ccc(CO)cc3)C2)cc1	-5	0	x	4	-1	4	-24	-2	8

This part in full, previewed entries included:
SMILES	EBV gp42 block	RBBP9 inh	NCF1 inh	Tb hexokinase	Runt-CBFb FRET	Runt-SMMHC FRET	Furin inhibitor	m-calpain inh	p97 ATPase inh
COc1ccc(N(CCCN2C(=O)c3cccc4cccc(c34)C2=O)C(=O)c2cccnc2)cc1	-6	1	-12	-24	0	2	6	3	-2
C#Cc1ccc([C@@H]2C=C(C(=O)O)O[C@H](OCc3ccc(CO)cc3)C2)cc1	-5	0	x	4	-1	4	-24	-2	8
CCn1c(CCc2ccccc2)n[nH]c1=S	-9	-9	1	3	4	1	-14	2	2
Cc1cc2ccccc2n1CCC(=O)O	1	-12	-9	5	-16	-42	-18	33	-3
O=C(/C=C/c1cccs1)Nc1nc(-c2ccccc2)cs1	3	-26	-21	-4	0	1	-8[20 µM]	-46	3
CCCCNC(=O)c1onc(CSc2cccc(F)c2)c1C(=O)O	-9	-4	-12	-3	-1	4	-6[20 µM]	-18	1
CCOC(=O)C1=C(C)Nc2ncnn2C1/C=C/c1ccccc1 (centres undefined)	-23	-2	-4	-7	1	-2	-14[20 µM]	-36	-3
O=C(CP(=O)(CO)CO)c1ccc(Cl)cc1	-25	-2	-6	5	3	-6	-19	-11	6
Cc1ccc(OCCn2cc(C#N)c3ccccc32)cc1	10	-13	-16	8	1	1	-7[20 µM]	23	-10
N=C1/C(=C/c2cccn2Cc2ccc(Cl)cc2)C(=O)N=C2SC=CN12	-18	0	22	-3	-20	-28	-27	-18	3
CCOC(=O)c1cnn2c(N)c(C#N)nnc12	-20	0	8	-22	2	-6	-9[20 µM]	-44	-4
O=C(NCc1ccc(F)cc1)C1CCCN(C(=O)Nc2ccccc2)C1 (centres undefined)	-14	-7	4	-8	5	3	-29	13	1
CC(NCCc1ccc(O)cc1)C(O)c1ccc(O)cc1 (centres undefined)	-4	-3	0	4	-2	3	-19	-4	4
Cc1oc(C)c(C(N)=O)c1C(N)=O	-27	-1	-11	3	1	2	-22	4	5
Cn1c(=O)c2c(nc(N3CCOCC3)n2C/C=C/c2ccccc2)n(C)c1=O	-7	-10	-11	39	-2	-2	-29	0	-1
CCCCCC(=O)NC(=S)Nc1cccc(-c2nc3ncccc3o2)c1	-3	-6	-13	-26	-1	-3	-16	-12	2
CCOc1ccccc1NC(=O)c1cc(-c2ccncc2)nc2c(Cl)cccc12	-9	-13	40*	1	-2	-9	2	-39	-4
CSCCC(NS(=O)(=O)c1cc(C(=O)O)ccc1Cl)C(=O)O (centres undefined)	-4	-2	-2	1	1	0	-2	-16	5
COC(=O)c1cccc(NC(=O)Cc2ccccc2[N+](=O)[O-])c1C	-6	-4	-4	-5	1	-7	-11	-15	-3
COc1ccc(N=Cc2nc(-c3ccccc3)oc2OC(C)=O)cc1	-7	-5	-10	-1	-7	-5	-24	-22	5
Cc1cc(NC(=O)CCC(=O)N(CC(=O)NC2CCCC2)Cc2cccs2)no1	-18	2	1	-4	x	x	-23	-17	5
CC(=O)NC(Cc1cccc(F)c1)C(=O)NC1CCN(c2nnnn2-c2ccccc2)CC1 (centres undefined)	-2	-8	0	4	-1	3	-19	-26	4
CS(=O)(=O)CC(=O)Nc1ccc2nc3n(c(=O)c2c1)CCCCC3	-4	-2	-5	-8	0	0	-1	14	2
Cc1ccc2sc(N(CCCN(C)C)C(=O)CN3C(=O)c4ccccc4C3=O)nc2c1C	7	-5	-4	11	0	2	-12	17	-5
CN(C)CCNC(=O)c1ccc(Cl)s1	-20	6	2	-6	1	-5	3[20 µM]	-2	11
SMILES	EBV gp42 block	RBBP9 inh	NCF1 inh	Tb hexokinase	Runt-CBFb FRET	Runt-SMMHC FRET	Furin inhibitor	m-calpain inh	p97 ATPase inh
CN(C)c1ccc(C2OC(=O)C(C)(C)C(=O)C2(C)C)cc1 (centres undefined)	-2	0	-2	-3	2	0	-8[20 µM]	-4	-3
CCOC(=O)Cc1csc(SCC(=O)N2CCN(c3ccc(OC)cc3)CC2)n1	-20	-11	-7	-7	6	-1	-13	-36	-3
CCOC(=O)C(=CN(CCc1ccccc1)CC(=O)OC)C(=O)OCC	-4	-11	5	3	0	3	-17	-16	5
CCCS(=O)(=O)c1c(S(=O)(=O)CCC)c2c(N)cccn2c1C(=O)c1ccc(OC)cc1	-6	-16	-12	-15	-3	-21	-5	-3	-9
CCCCc1nnc(NC(=O)CC(=O)Nc2ccccc2C(=O)O)s1	-15	-1	-10	-2	1	-4	-21[20 µM]	8	4
CCOC(=O)C1=C(C)NC(=S)NC1c1ccsc1 (centres undefined)	-2	3	-17	-10	-1	-2	-14	-22	0
Cc1nc(SCc2ccc(C(=O)O)cc2)nc2c1CCCC2	-16	-3	-5	-5	2	-2	-24	-14	5
COc1ccc(NC(=O)NCc2ccco2)cc1OC	-10	-3	-16	-1	0	-1	-10	-6	1
C/C(CCC(=O)OC[C@H]1O[C@H](C#Cc2ccccc2)C=C[C@@H]1Oc1ccc(C)cc1)=N\O[C@@H](C)CN1CCCCc2nc(C)c(C)cc21	-37	-7	-116	-7	-6	-10	-10	-31	-3
Cn1c(SCC(=O)Nc2ccc3c(c2)OCCO3)nnc1-c1ccco1	-22	-5	-4	16	0	-4	3	-2	5
CC(=O)N/N=c1\sc2ccccc2n1C	-5	-4	-3	-1	-2	1	-30	-11	0
OCCC1CN(Cc2cccn2-c2cccnc2)CCN1CCc1ccccc1 (centres undefined)	-18	1	-6	-6	-1	4	-22	-30	1
COC(=O)c1ccc(Cl)cc1N(Cc1c(F)cccc1Cl)S(C)(=O)=O	-12	-5	-1	4	2	-2	-11	19	-5
COc1cccc(CNc2nc3nc4c(c(=O)n3[nH]2)CCC4)c1	-13	-14	4	-1	-2	3	-15[20 µM]	-12	2
C=CCn1c(O)c(N=NC(=S)Nc2cccc(C)c2)c2ccccc21	-8	-5	-14	-7	-5	-7	-20	3	1
CC(C)c1ccc(OCC(=O)N2CCCCCC2)c(Br)c1	-2	-4	-10	1	-4	2	-12	24	0
OCCC1CN(Cc2ccc3nonc3c2)CCN1Cc1ccsc1 (centres undefined)	-13	-6	-7	-6	-2	0	-25	-25	6
O=C(O)CCSc1nnc(-c2ccccc2)n1-c1ccccc1	-18	-4	-16	-1	0	4	-20	-20	4
COc1cc(/C=N/n2c(-c3cc(C)[nH]n3)n[nH]c2=S)ccc1O	-12	-12	-9	-41	15	11	-22	-17	5
CN1C(=S)SC(/[N+]([O-])=C/c2ccc(Cl)cc2)C1(C)C (centres undefined)	-63	-2	-6	-6	0	1	4	5	1
CCOc1cc(S(=O)(=O)n2ccnc2)ccc1Cl	-7	4	-2	-1	0	2	-5	-5	4
O=C(O)C1Cc2[nH]cnc2C(c2ccc(F)cc2)N1 (centres undefined)	-15	-6	-7	-2	0	-4	-13	-14	1
Cc1cccc(C(=O)NC2CC(C)(C)NC(C)(C)C2)c1	-6	0	1	9	0	3	-29	-30	6
COc1ccccc1CNC(=O)c1cc(=O)c2ccccc2o1	-7	-1	-4	-6	-2	-7	-16	-14	1
CC1=CC=CN2CC(O)CN=C12 (centres undefined)	-23	-3	-1	-3	0	-6	-20	-111	3

Reprinted from the part before: 4 entries; new compounds follow.
SMILES	EBV gp42 block	RBBP9 inh	NCF1 inh	Tb hexokinase	Runt-CBFb FRET	Runt-SMMHC FRET	Furin inhibitor	m-calpain inh	p97 ATPase inh
O=C(O)C1Cc2[nH]cnc2C(c2ccc(F)cc2)N1 (centres undefined)	-15	-6	-7	-2	0	-4	-13	-14	1
Cc1cccc(C(=O)NC2CC(C)(C)NC(C)(C)C2)c1	-6	0	1	9	0	3	-29	-30	6
COc1ccccc1CNC(=O)c1cc(=O)c2ccccc2o1	-7	-1	-4	-6	-2	-7	-16	-14	1
CC1=CC=CN2CC(O)CN=C12 (centres undefined)	-23	-3	-1	-3	0	-6	-20	-111	3
Cc1cc(C)c2cc(C#N)c(NCCNC(=S)NCCCN3CCOCC3)nc2c1	2	-13	-7	-1	23	43	-16	-168	5
CCN1CCN(CCCNC(=O)C(=O)c2c(C)[nH]c3ccccc23)CC1	0	-10	-13	-18	0	-7	-26	-20	-2
COc1ccc(NC(=O)c2cn(CCC#N)nc2-c2cccs2)cc1	0	-6	-20	1	0	0	-38	9	2
COc1cc(OC)cc(OCC(O)Cn2cnc(-c3ccccc3)c2)c1 (centres undefined)	3	0	-4	4	-2	1	-24[20 µM]	-13	0
COc1ccc(-c2c(-c3ccc(O)cc3O)n[nH]c2C(F)(F)F)cc1	-3	-3	-13	3	-1	-2	-14	18	6
CCOc1ccc(-c2nc(CSc3nnc(N)s3)cs2)cc1OC	-17	-9	-13	-5	-2	-4	-6[20 µM]	-24	1
COc1cc(C(=S)N2CCCC2)cc(OC)c1OS(=O)(=O)c1ccc(NC(C)=O)cc1	9	-6	-11	-3	44	25	-18	-1	4
CNC(=O)CN1C(=O)CSc2nc(C)cc(C)c21	-9	-6	0	3	2	-2	6	42	-3
COC(=O)c1ccc(N2CCN(C)CC2)c(NC(=O)COc2ccc(OC)cc2)c1	-10	-5	-1	3	-4	-4	-2	-9	-4
COc1ccc(Cl)c(S(=O)(=O)N2CCCC2)c1	-2	-5	2	-2	0	2	-23[20 µM]	16	-2
COC(=O)c1ccc(CN2CCN(CC(C)C)C(CCO)C2)cc1 (centres undefined)	-18	5	4	-12	-3	-6	-8	1	2
O=C(Nc1ccccc1SCC1CSc2nc3ccccc3c(=O)n21)c1ccccc1 (centres undefined)	2	-6	-8	3	1	-2	-18[20 µM]	-45	0
COc1ccc(CN2CCOCC2)cc1Br	-1	-1	-2	5	-2	0	-10	23	6
O=C(CCSCCC(=O)NCCN1CCOCC1)NCCN1CCOCC1	-2	-4	-3	-3	-2	2	-11[20 µM]	-11	-3
CCOC(=O)Cn1nc(-c2ccc(Cl)cc2)ccc1=O	-23	-4	-8	0	-1	3	-31	0	0
COc1ccc(C(=O)NCc2nnc(SCC(=O)N3CCOCC3)o2)cc1OC	8	-5	8	2	2	2	-40	-20	7
CC/C(=N\NC(=O)c1ccoc1C)c1ccc(C)o1	-13	-8	-18	-17	1	1	-21	-3	-6
Cc1oc(-c2ccc(Cl)cc2)[n+]([O-])c1C	-21	-5	9	-1	23	-9	-23	-4	-2
CC(=O)c1ccc(NC(=O)C(Cc2ccccc2)n2cccc2)cc1 (centres undefined)	8	-5	4	6	0	-1	-17	6	-1
CC(C)(C)C1CCc2c(sc(NC(=O)c3cccs3)c2C(N)=O)C1 (centres undefined)	-14	-8	-20	-10	-1	-18	-11[20 µM]	-362	-3
CCCCNC(=O)CSc1nc2ccc(N3CCOCC3)cc2c(=O)n1CCc1ccccc1	10	-1	-7	-8	5	-2	-13	-161	-2
